High-throughput results deposited in PubChem by several laboratories.
Keap1-Nrf2 PPI: disrupts human Keap1 binding to Nrf2 peptide | Keap1 Kelch-Nrf2 peptide fluorescence polarization, 1536-well | inhibition, % at 9.4 µM | actives 0.15% (n = 340,000) | Q14145; in the data active = inhibition above about 12%;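 note: human Keap1 Kelch domain with fluorescein labeled Nrf2 9mer peptide probe; 0% = neutral control wells and 100% = peptide positive control; higher means more block of Keap1 binding to Nrf2 peptide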
OPRM1-OPRD1 inv: inverse agonists of human mu-delta opioid receptor heterodimerization; inhibition, % at 9.3 µM; P35372+P41143; AID 504357; cell-based MOR-DOR heterodimer luminescence, inverse agonism; actives 0.21% (n = 340,000); in the data active = inhibition above about 22%, passing the limit was not always enough;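 note: 0% = cells with DMSO and 100% = wells without cells with DMSO; values of inactives mirror those of a sister screen read the other way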
Target sequence (P35372 whole entry, looked up): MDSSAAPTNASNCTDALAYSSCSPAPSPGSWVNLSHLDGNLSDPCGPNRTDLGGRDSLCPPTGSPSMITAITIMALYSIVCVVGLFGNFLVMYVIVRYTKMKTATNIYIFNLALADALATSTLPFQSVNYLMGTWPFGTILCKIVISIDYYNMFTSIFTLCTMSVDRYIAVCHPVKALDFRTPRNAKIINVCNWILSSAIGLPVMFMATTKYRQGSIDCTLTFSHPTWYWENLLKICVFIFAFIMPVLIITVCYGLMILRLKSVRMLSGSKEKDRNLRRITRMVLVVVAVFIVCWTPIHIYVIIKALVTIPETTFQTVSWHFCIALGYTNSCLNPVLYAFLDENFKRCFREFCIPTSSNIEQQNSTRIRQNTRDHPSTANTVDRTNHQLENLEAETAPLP
Target sequence (P41143 whole entry, looked up): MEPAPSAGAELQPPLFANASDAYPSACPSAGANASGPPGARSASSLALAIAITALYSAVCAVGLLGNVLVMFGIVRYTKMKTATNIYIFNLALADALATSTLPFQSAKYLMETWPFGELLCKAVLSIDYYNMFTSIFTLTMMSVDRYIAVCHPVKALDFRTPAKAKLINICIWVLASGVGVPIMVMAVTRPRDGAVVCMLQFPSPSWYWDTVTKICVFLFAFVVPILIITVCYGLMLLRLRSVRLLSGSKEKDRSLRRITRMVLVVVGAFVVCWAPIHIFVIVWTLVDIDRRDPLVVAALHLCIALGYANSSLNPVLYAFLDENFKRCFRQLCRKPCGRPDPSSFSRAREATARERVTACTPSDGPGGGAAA
RTF Ca sens inh: cardiac RTF calcium desensitization; P19429+P45379; IANBD-labeled cardiac RTF, Ca2+ fluorescence; inhibition, % at 7.15 µM; actives 0.12% (n = 340,000);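 active = inhibition above the mean inhibition of all tested compounds plus 3 SD, cut at about 17% in these data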;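 note: assay run at fixed EC70 calcium of 1.6 mM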
CAL-PDZ inh HTS: inhibitors of human CAL PDZ peptide binding. Q9HD26. purified CAL PDZ, TMR-peptide fluorescence polarization, 1 h. inhibition, % at 24.9 µM. actives 0.92% (n = 300,000);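 active = mean inhibition of at least 30% with at least half of replicates also reaching 30%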;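 note: 0% = DMSO neutral control and 100% = excess unlabeled competitor peptide PRC23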
MOR-DOR ag: agonists of human mu-delta opioid receptor heterodimerization; actives 0.3% (n = 340,000); AID 504326; activation, % at 9.3 µM; cells, OPRM1-OPRD1 heterodimerization, luminescence; P35372+P41143; in the data active = activation above about 18%;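 note: 0% = vehicle-treated cells and 100% = reference agonist; values of inactives mirror those of a sister screen read the other way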
V-ATPase pH: regulators of yeast V-ATPase proton transport; S. cerevisiae, pHLuorin cytosolic pH fluorescence; response, % at 10 µM; actives 0.37% (n = 350,000); AID 504577; in the data active = response mostly above about 7.3%, no sharp cut-off; inactive = mostly below about 5.4%; note: actives read high; inactives centre near 0; some compounds called inactive have numbers as strong as hits; reference of the scale not given here
HTR5A inv ag: inverse agonist of human HTR5A in OPRM1-OPRD1 counter-screen; inhibition, % at 9.3 µM; actives 0.083% (n = 340,000); HTR5A cell line, luminescence, inverse agonism; in the data active = inhibition mostly above about 23%, no sharp cut-off; inactive = mostly below about 18%;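 note: 0% = cells with DMSO and 100% = no-cell wells with DMSO; some compounds called inactive have numbers as strong as hits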
HTR5A ag ctr: activates human HTR5A in OPRM1-OPRD1 agonist counter-screen; P47898; activation, % at 9.3 µM; actives 0.61% (n = 340,000); HTR5A agonist assay, luminescence, cell-based; in the data active = activation mostly above about 9.5%, no sharp cut-off; inactive = mostly below about 7.6%;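 note: 0% = cells with vehicle only and 100% = reference agonist; strong numbers were not always called active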
RTF Ca sens act: increases calcium sensitivity of human cardiac regulated thin filaments; activation, % at 7.2 µM; IANBD-labeled TnC RTF fluorescence at EC20 calcium; 0% EC20 calcium, 100% full calcium; AID 493008; actives 0.24% (n = 340,000);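 active = activation above the mean over all tested compounds plus 3 SD, cut at about 30% in these data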;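 note: rise in fluorescence read as greater calcium sensitivity of cardiac thin filaments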
LANA DNA inh: inhibitors of KSHV LANA C-terminal domain DNA binding; MBP-C-LANA/FAM-LBS DNA binding, fluorescence polarization; inhibition, % at 9 µM; actives 0.078% (n = 340,000);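 active = highest replicate inhibition at or above 60% at 9 µM, even if other replicates fall short; inactive = all replicates below 60% inhibition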;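 note: 0% = neutral control wells and 100% = 4 µM acridine orange control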
Active calls of the source: *; . = not tested or not shown.

SMILES	Keap1-Nrf2 PPI	OPRM1-OPRD1 inv	RTF Ca sens inh	CAL-PDZ inh HTS	MOR-DOR ag	V-ATPase pH	HTR5A inv ag	HTR5A ag ctr	RTF Ca sens act	LANA DNA inh
O=C(CSc1ncn[nH]1)c1ccco1	-4	7	-14	-2	-1.2	-3	-9	-1	3	2.3
CCOC(=O)N1CCC(NC(=O)c2cccs2)CC1	-2	8	-2	-1	-1.6	3	-2	5	18	1.9
CC(NC(=O)CCCc1ccccc1)c1ccncc1 (configuration not stated)	2	13	1	-2	-2.8	-2	11	-3	-1	0.3
COCCCNC(=O)CN1CCN(Cc2ccccc2Cl)C1=O	6	7	-9	-3	-1.2	-3	-7	2	-8	-0.1
O=C(N[C@@H]1C[C@H]2CC[C@@H]1C2)c1ccco1	-2	8	-6	-5	-1.7	1	5	-1	-4	-3.3
CN(C)CCNC(=O)c1ccc(-c2nn(C)c(=O)c3ccccc23)cc1	-4	5	-2	-4	-0.9	-2	1	0	5	4.3
Cc1ccccc1CN(C)CC(=O)Nc1ccccc1-c1ccccc1	-1	-29	1	-6	5.4	1	-18	6	-6	0.4
Cc1cc(=O)[nH]c(/N=C(\N)Nc2ccc3c(c2)OCCO3)n1	0	10	-9	0	-2.1	0	-14	2	-2	-2.7
CCN(CC)CCNC(=O)c1ccc(NC(=O)c2cccc(S(=O)(=O)N(C)C3CCCCC3)c2)cc1	-3	5	-1	4	-1.3	-1	12	-5	1	-0.7
CCOc1cc(N2CCOCC2)c(OCC)cc1NC(=O)c1cc(C)nc2ccccc12	-2	-5	-9	-7	1.2	-1	11	14*	-6	-5.8
Cc1ccc(C(=O)NCC(=O)NCc2cc(=O)n(C)c(=O)n2C)cc1C	1	11	-4	44*	-2.2	-3	-17	-2	3	-1.7
CC(=O)NC1C(=O)N=C(SCC(=O)NCc2ccccc2)NC1=O (configuration not stated)	-2	-4	-6	-2	0.8	-3	-7	3	2	0.7
COc1cccc(C(=O)NCC(c2cccs2)N2CCOCC2)c1 (configuration not stated)	-1	-4	-9	-3	0.9	-1	-6	2	3	-0.9
COc1ccc(NC(=O)COC(=O)c2ccccc2SCC(=O)N2CCCC2)cc1	4	-4	-1	.	0.6	0	11	-4	-5	0.5
O=C(c1sc2ccccc2c1Cl)N(Cc1ccccc1Cl)C1CCS(=O)(=O)C1 (configuration not stated)	-1	-275	-4	.	52*	-2	-12	4	3	1.7
Cc1cccn2c(=O)c3cc(C(=O)N4CCCCC4C)sc3nc12 (configuration not stated)	-6	4	-5	2	-1.0	0	-6	2	2	-0.8
N#CCC(=O)c1ccccc1Oc1ccc(Cl)cc1	-5	-2	-1	4	0.3	1	13	0	-7	1.6
C#CCNC(=O)C1=C[C@@H](c2coc3ccccc3c2=O)C[C@@H](OCc2ccc(CO)cc2)O1	0	19	-26	-6	-3.4	-2	12	10	-3	-0.4
CCN(C(=O)/C=C/c1ccc(OC)cc1)C1CCCCC1	-2	3	3	-6	-0.6	-2	-1	0	-1	2.4
COC(=O)c1cnc(Oc2ccc(NC(=O)NC(=O)c3c(F)cccc3Cl)cc2)cc1C(F)(F)F	-2	-16	1	-7	3.0	0	11	4	8	4.9
COc1ccc(-c2nn(-c3ccccc3)cc2/C=N/Nc2cccc(C(=O)O)c2)cc1	-2	-3	-6	-5	0.5	2	5	-2	2	1.5
CC(C)(C)S(=O)(=O)N1C[C@@H]2C(=CC[C@H]3C(=O)N(c4ccccc4)C(=O)[C@@H]23)[C@@H]1CCO	-4	6	-7	5	-1.2	-2	2	-1	-7	1.0
OCC(CO)c1cnnc2ccccc12	-8	6	1	0	-1.2	11	2	-1	0	-0.6
COC(=O)C1=C(C)NC(=O)/C1=C\c1cc(C)n(-c2ccccc2C)c1C	-2	10	-10	3	-1.7	0	11	-6	3	-1.7
CSc1nnnc2ccccc12	-5	14	-2	-1	-2.8	-2	14	-3	-6	0.2
Cc1cc(C)cc(NC(=O)COC(=O)c2ccc3c(c2)OCCO3)c1	-3	7	-4	.	-1.3	1	-6	2	-6	0.4
CCCCSc1nc(O)c(C2OC(=O)c3c2ccc(OC)c3OC)c(=O)n1-c1ccccc1 (configuration not stated)	-5	18	-6	-3	-3.2	0	13	1	4	0.1
Cc1ccc(Nc2cc(=O)[nH]c(=O)[nH]2)cc1Cl	0	9	1	.	-1.6	3	20	-4	3	-2.0
CCN1CCN(S(=O)(=O)c2ccc(OC)c(NC(=O)c3ccccc3)c2)CC1	-2	-4	-3	.	0.7	0	11	2	8	1.5
Cc1ccc(S(=O)(=O)CC(=O)Nc2ccc(S(=O)(=O)Nc3onc(C)c3C)cc2)cc1	2	-4	-7	-3	0.7	1	-1	0	1	-0.8
Cc1cccc(C)c1-c1ccc(CN2C(CC(C)C)C(=O)N(Cc3cn(CC4CCCCC4)nn3)CCS2(=O)=O)cc1 (configuration not stated)	1	16	3	4	-3.4	0	5	-1	2	-0.3
O=C(O)c1cc(=O)[nH]c2ccc(S(=O)(=O)Nc3ccc(F)cc3)cc12	0	16	-4	-1	-3.5	2	-4	1	3	-0.5
CCNC(=O)CSc1nnc(-c2ccccc2)n1-c1ccc(OCC)cc1	-1	5	-1	3	-0.9	2	-17	-2	1	0.3
COC(=O)c1ccc(Cn2cnc3ccccc3c2=O)cc1	0	9	-5	0	-1.8	-2	-32	1	3	1.7
CC(=O)Nc1ccccc1OCC(=O)c1ccc2c(c1)OCO2	1	1	-4	0	-0.2	-1	-14	6	5	1.2
S=C(Nc1ccc(Cl)cc1Cl)NC1CCCCC1	-5	6	-32	1	-1.0	-2	-4	2	2	0.5
COc1c(Br)cc(Br)cc1C(=O)Nc1ccccc1N1CCCC1	-7	10	-2	-5	-2.2	0	3	-1	1	-0.3
COCCNCc1nc2sc(C)c(-c3ccccc3)c2c(=O)[nH]1	-1	9	-3	-2	-1.7	-1	-12	3	0	-1.1
COCCOC1CCN(C(=O)c2cc(COc3ccc(F)cc3F)on2)CC1	1	6	-6	-1	-1.2	-1	-12	13	1	0.6
Cc1cccc(OCC(=O)NCC(=O)N/N=C/c2c(C)[nH]c3ccccc23)c1	-1	4	-16	12	-0.8	-1	-3	2	4	-0.5
COc1ccc(-c2ccc(CCC(=O)O)n2CC(=O)Nc2cccc(OC)c2)cc1	-8	16	5	.	-3.1	0	21	-8	7	-0.9
CCOc1ccc(OCC)c(NS(=O)(=O)c2cccc3nsnc23)c1	-7	8	3	-1	-1.4	4	-9	2	5	0.4
CC(NC(=O)CCc1ccccc1)c1cc2c(cc1Cl)OCCO2 (configuration not stated)	4	0	7	-3	0.1	0	1	4	2	0.3
Cc1ccc(N2CC(c3nc4ccccc4n3C)CC2=O)cc1C (configuration not stated)	0	5	-7	2	-0.9	1	-35	-3	1	3.8
COc1ccc(OC)c(Nc2cc(C)nc3ccccc23)c1	2	9	-12	-2	-1.7	-2	-19	-4	3	-0.2
O=C(Nc1ccc(F)c(Cl)c1)C1CC(=O)N(Cc2ccccc2)C1 (configuration not stated)	0	17	4	.	-3.4	-3	8	-3	1	-0.7
Cc1cc(C)nc(-n2nc(C)cc2NC(=O)CN2CCc3ccccc3C2)n1	-1	14	-2	12	-2.5	-7	-3	-2	2	1.7
O=[N+]([O-])c1ccc(CNc2cccc(F)c2)s1	1	9	4	-2	-1.7	1	20	-5	3	-0.1
CCn1ccnc1CN1CCCC(CO)(Cc2cccc(OC)c2)C1 (configuration not stated)	0	12	-6	-1	-2.7	-1	4	-1	-6	-0.2
Cc1cc(Nc2cccc(Cl)n2)n(-c2ccccc2)n1	-5	-3	7	2	0.6	2	-24	0	5	1.5
Going on with the list.
SMILES	Keap1-Nrf2 PPI	OPRM1-OPRD1 inv	RTF Ca sens inh	CAL-PDZ inh HTS	MOR-DOR ag	V-ATPase pH	HTR5A inv ag	HTR5A ag ctr	RTF Ca sens act	LANA DNA inh
NC(=O)c1nsc(C(=O)N(Cc2ccccc2Cl)C(C(=O)NCC2CCCO2)c2ccc(O)cc2)c1N (configuration not stated)	1	8	-1	-6	-1.5	-5	1	0	-3	0.2
O=S(=O)(Nc1cc(Cl)ccc1N1CCOCC1)c1ccccc1Cl	-5	-13	-6	.	2.4	2	-2	0	4	-4.1
CN(C)S(=O)(=O)c1cccc(NC(=S)N/N=C/C(=O)c2ccccc2)c1	-4	21	-12	-1	-3.9	5	-8	2	9	0.1
Cc1ccccc1NC(=S)N1CCN(c2ccccc2)CC1	0	-3	-9	-2	0.6	-2	-5	1	-3	-3.0
CCCCn1c(=O)[nH]c(=O)c2c1nc(-c1ccc(OC)c(Br)c1)n2CC(C)C	0	-23	7	11	4.2	0	-13	5	3	-0.5
Cc1ccc(S(=O)(=O)Nc2c3ccccc3nc(=O)n2-c2ccccc2)cc1	1	14	-11	-3	-2.6	-2	-4	-2	-5	-0.5
CCN(CC)S(=O)(=O)c1ccc(S(=O)(=O)N2CCCC2C(=O)O)cc1 (configuration not stated)	3	5	-5	.	-1.0	.	18	-6	-7	-0.5
COc1ccc(-c2cccc(C3CC=CC4C3C(=O)N(Cc3ccccc3)C4c3ccc4ccccc4c3)c2)cc1 (configuration not stated)	-5	14	-15	-1	-2.5	1	-18	4	5	-0.1
CC(C)(C)c1ccc(C(=O)NCCC(=O)NCc2cccs2)cc1	0	12	-2	6	-2.4	0	2	-1	6	-0.7
CC(C)NS(=O)(=O)c1ccc(OCC(=O)NC2CCCCCC2)cc1	-2	1	-5	.	-0.1	1	-5	3	-1	0.8
COc1ccc(C(=O)Nn2c(C)nc3ccccc3c2=O)cc1Br	-1	4	-6	-1	-0.8	0	-3	1	-3	-0.7
COc1ccc(NC(=O)c2nnn(CC(=O)Nc3ccccc3OC)c2N)c(OC)c1	-2	-15	-3	.	3.0	1	-30	10	-4	-1.3
C=C1CCN(CC(=O)OC)S(=O)(=O)c2ccccc21	-7	-1	-10	-4	0.2	0	13	12	0	2.1
CCOC(=O)c1c(C)[nH]c(NC(=O)NNC(=O)c2ccccc2Cl)c1C	-1	4	-10	.	-0.9	-2	4	-1	3	0.9
Cc1nnc(SCc2ccc(CC(=O)O)cc2)o1	-7	16	-6	-4	-2.6	8	1	1	-3	1.4
CCOc1ccc2c(c1)s/c(=N\S(=O)(=O)c1ccc(OC)cc1)n2C(F)F	-6	13	-3	-3	-2.3	3	-3	1	4	-0.6
CCOC(=O)CSc1nc2ccc(NC(C)=O)cc2s1	-4	-1	12	-5	0.1	0	-6	-1	4	-1.4
CCn1ccnc1CNC(=O)c1ccc2oc(CCCc3ccccc3)nc2c1	-3	-1	-7	-4	0.2	2	-5	1	7	0.9
O=C(Cn1cnc2ccccc21)Nc1ccc(F)c(F)c1	-4	.	-10	.	.	2	.	.	4	-0.2
CSc1ccccc1C(=O)Nc1ncn[nH]1	-7	-4	-1	-2	0.7	-2	22	2	4	1.0
OC(CCc1ccncc1)COc1ccccc1 (configuration not stated)	-6	14	9	-1	-2.4	2	-32	11	1	1.0
Cc1nn(-c2ccccc2)c(C)c1NC(=O)COC(=O)c1ccc(Cl)c(S(N)(=O)=O)c1	3	5	9	65*	-0.8	2	10	-3	1	-29
